Screening data from PubChem.
DRD3 agonist: activates the human D3 dopamine receptor; P35462; D3R DiscoveRx beta-arrestin cells, luminescence, 90 min; max activation, %; actives 0.58% (n = 410,000); AID 652048; in the data active means max activation above about 30%; further: 0% is about no effect; mostly tested at two doses, the higher about 12 µM
Target sequence (P35462 whole entry, looked up): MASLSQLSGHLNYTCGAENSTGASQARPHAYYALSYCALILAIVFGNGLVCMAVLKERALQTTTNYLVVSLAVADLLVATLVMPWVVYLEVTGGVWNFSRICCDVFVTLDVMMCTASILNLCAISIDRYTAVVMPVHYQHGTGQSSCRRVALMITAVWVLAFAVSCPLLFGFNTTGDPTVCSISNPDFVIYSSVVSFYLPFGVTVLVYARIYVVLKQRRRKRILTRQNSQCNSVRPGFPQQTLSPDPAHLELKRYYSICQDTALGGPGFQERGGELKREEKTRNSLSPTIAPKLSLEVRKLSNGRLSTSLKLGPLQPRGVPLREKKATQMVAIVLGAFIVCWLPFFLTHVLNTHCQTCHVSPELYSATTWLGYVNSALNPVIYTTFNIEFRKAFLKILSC
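Agonist mode: compounds and dopamine controls were applied to plated cells for 90 min at 37 degrees C after an overnight attachment at 1500 cells/well. Luminescent read-out followed 30 - 60 minutes at room temperature with DiscoveRx detection reagent.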
SW480 rerep: induces DNA re-replication in SW480 colon adenocarcinoma cells | SW480 DNA re-replication, Hoechst DNA content imaging, 48 h | Potency, µM (top dose mostly 46.1 µM), for the others: top-dose re-replication activation, usual class: activators | actives 1.8% (n = 340,000) | AID 624297; further: potency means the concentration at half of the fitted maximal effect; % of control where 0% means no effect; nearly all actives have a fitted effect of over 55% in size
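Cells (250 per well) received 23 nL compound or DMSO by pin tool and were kept 48 hr at 37 C, 5% CO2. Nuclei were then stained with Hoechst for 40 min and scanned for DNA content.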
D3 antag: blocks the human D3 dopamine receptor; P35462; D3R cells, DiscoveRx beta-arrestin luminescence, antagonist mode; stronger effect = lower value; max response, negative = inhibition, %; actives 2.5% (n = 360,000); AID 652054; in the data active means max response below about -50%; inconclusive means no clear call, values can overlap the other calls; further: on the % scale 0 is the no-effect control and ±100 the full control effect; mostly tested at two doses, the higher about 12 µM
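Cells expressing the human receptor were seeded at 1500 cells/well, incubated overnight at 37 degrees C in 5% CO2, then exposed to library compounds with dopamine controls for 90 minutes at 37 degrees C before luminescent detection.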
KB-3-1 tox: KB-3-1 parental cell cytotoxicity | Potency, µM (series often up to 46.1 µM), for the others: at the top dose activity change, negative = cytotoxic, most hits filed as cytotoxic | KB-3-1 viability, CellTiter-Glo ATP luminescence, 72 h | AID 1347075 | actives 1.4% (n = 400,000); further: potency means the concentration at half of the fitted maximal effect; on the % scale 0 is the no-effect control and ±100 the full control effect; nearly all actives have a fitted effect of over 60% in size
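Luminescent ATP read-out (CellTiter-Glo) measures survival of drug-naive KB-3-1 cells after 72 h compound exposure at 37 °C. Titration series was screened from lowest to highest concentration, with DMSO vehicle plates as background controls.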
KB-V1 cytotox: kills drug-selected multidrug resistant KB-V1 cells; KB-V1 MDR cells viability, CellTiter-Glo, 72 h; Potency, µM (titrated, usually from 46.1 µM), without a hit: at the top dose activity change, negative = cytotoxicity, most hits filed as cytotoxic; actives 3.4% (n = 400,000); AID 1347076; further: potency means the concentration at half of the fitted maximal effect; on the % scale 0 is the no-effect control and ±100 the full control effect; nearly all actives have a fitted effect of over 60% in size
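Drug-selected KB-V1 cells, grown in DMEM lacking phenol red with 10% FBS, receive compound titrations; after three days at 37 degrees C, surviving cell ATP is quantified by CellTiter-Glo luminescence and responses normalized and curve-fitted.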
HT1080 IDH1KD tx: kills HT-1080 cells with IDH1 knockdown; Potency, µM (top dose mostly 46.1 µM), for inactives: at the top dose activity, negative = toxicity, hits mostly cytotoxic; actives 2% (n = 360,000); HT-1080 IDH1 knockdown viability, ATP luminescence, 48 h;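 further: potency means the concentration at half of the fitted maximal effect; 0% = DMSO wells and -100% = cell-free medium wells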
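% activity derives from luminescence (CellTiter-Glo), normalised to DMSO and no-cell wells. HT-1080-IDH1KD cells, 750/well, had 48 h compound exposure at 37 °C.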
IL1B secr inh: inflammasome signaling inhibition, IL-1 beta readout; THP-1 LPS/ATP IL-1B secretion, AlphaLISA, 16 h; stronger effect = lower value; activity change, % at 57.5 µM; actives 4.7% (n = 360,000); AID 743279; in the data active means activity change below about -50%; inconclusive means mostly about -30% to -49%; further: on the % scale 0 is the no-effect control and ±100 the full control effect
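Secreted IL-1B measured by AlphaLISA bead assay after 16 h compound exposure of THP-1 cells; compounds (final up to 57.5 uM) added 1 h before LPS (250 ng/mL) and ATP (1.25 mM) stimulation; lower signal means less secretion.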
HT1080-NT tox: kills 2HG-producing HT-1080-NT fibrosarcoma cells; Potency, µM (series often up to 46.1 µM), for the others: at the highest dose activity, negative = less viability, most hits filed as cytotoxic; HT-1080-NT fibrosarcoma viability, CellTiter-Glo ATP luminescence, 48 h; actives 1.6% (n = 360,000);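 further: NT is the 2HG producing partner of a matched IDH1 knockdown line; potency means the concentration at half of the fitted maximal effect; 0% = DMSO-treated cells and -100% = media-only wells without cells; nearly all actives have a fitted effect of over 55% in size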
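750 cells/well, RPMI + 5% FBS; 2 h settle, compound pin-transfer, 48 h at 37 degrees C. CellTiter-Glo 10 min RT, luminescence. Normalized to DMSO and media-only wells.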
GLP-1R agonist: GLP-1 receptor (human) agonism | P43220 | HEK293 GLP-1R CRE-luciferase, luminescence, 4-6 h; cells express a hypersensitive GLP-1R form | Potency, µM (series often up to 45.6 µM), without a hit: at the top dose activation, hits mostly activators | actives 0.007% (n = 380,000) | AID 624172; further: potency means the concentration at half of the fitted maximal effect; % of control where 0% means no effect
Target sequence (P43220 whole entry, looked up): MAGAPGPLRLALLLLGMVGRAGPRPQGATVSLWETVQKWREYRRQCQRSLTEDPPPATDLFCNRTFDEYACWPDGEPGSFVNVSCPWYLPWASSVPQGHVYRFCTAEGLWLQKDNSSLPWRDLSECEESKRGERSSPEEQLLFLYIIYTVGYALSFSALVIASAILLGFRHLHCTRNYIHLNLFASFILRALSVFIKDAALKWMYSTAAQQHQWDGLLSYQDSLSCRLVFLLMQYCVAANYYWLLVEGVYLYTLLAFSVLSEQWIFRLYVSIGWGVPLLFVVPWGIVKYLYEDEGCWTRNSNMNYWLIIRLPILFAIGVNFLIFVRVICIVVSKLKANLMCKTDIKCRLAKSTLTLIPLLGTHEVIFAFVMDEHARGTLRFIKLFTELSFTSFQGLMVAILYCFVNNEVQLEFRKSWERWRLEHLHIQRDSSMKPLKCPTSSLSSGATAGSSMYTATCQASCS
Numbers without * were called inactive; i = inactive; ? = inconclusive; / = no result given; & = joins results of further samples; [ ] = dose if it differs, or a comment. Unless noted, the call rests on the fitted dose curve; in most records, active means well fitted curve in the direction sought with a large enough effect; inconclusive means small, poorly fitted or top-dose-only effect, or another doubt; inactive means no such curve, though single readings can be large; an effect the other way counts as inactive or inconclusive. No enrichment for hits; overall some 12% were active at least once.

SMILES	DRD3 agonist	SW480 rerep	D3 antag	KB-3-1 tox	KB-V1 cytotox	HT1080 IDH1KD tx	IL1B secr inh	HT1080-NT tox	GLP-1R agonist
COc1ccc(/C=C/C(=O)NC(=S)NNC(=O)c2ccco2)cc1OC	4	-1%	1	-10%	?	4%	9	0%	-3%
O=C(c1cnc(N2CCN(c3ncccn3)CC2)c2ccccc12)N1CCN(c2ncccn2)CC1	0	4%	273	-9%	-7%	-28%	-54*	-17%	-13%
COc1ccc(C(=O)NC2CCN(C(=O)NC3CCCCC3)CC2)cc1	-3	-5%	-5	15%	?	5%	7	8%	-7%
COc1ccc(NC(=O)COc2ccc(-c3ccccc3)cc2)cc1	0	?	-2	6%	8%	-2%	-16	3%	3%
COc1ccc(C(=O)NCC(=O)N2CCCC(C)C2)cc1OC (configuration not stated)	7	-6%	-2	-3%	-32%	-3%	23	0%	2%
COc1ccc(Cc2nc(-c3ccccn3)no2)cc1OC	2	-25%	3	18%	-5%	1%	-2	3%	7%
CC1(C)CC(=O)C2=C(C1)OC(N)=C(C#N)C2c1ccc[nH]1 (configuration not stated)	1	3%	-7	-2%	-4%	-27%	-11	0%	0%
COc1ccc(NCN2C(=O)CCC2=O)cc1	0	-7%	6	15%	7%	?	4	-23%	-5%
O=C(CCc1ccccc1)Nc1ccccc1C(=O)NCc1ccco1	13	-5%	21	12%	-10%	2%	-10	0%	1%
COc1cc(NC(=O)C2CC2C)c(C(=O)O)cc1OC (configuration not stated)	4	-1%	4	-6%	?	5%	5	7%	-3%
Cn1cccc1Cc1nnc(SCC(=O)Nc2ccc(Cl)cc2)n1-c1ccc(F)cc1	2	15%	10	4%	6%	-17%	-27	-20%	1%
COc1ccc(Cl)cc1Cn1c(C)c(C(=O)NCc2cccc([N+](=O)[O-])c2)sc1=O	-9	/	?	26%	?	2%	?	0%	8%
CCCCCC1CC(/C(C)=N/NC(N)=O)OC1=O (configuration not stated)	4	-5%	?	1%	20%	12%	7	5%	-12%
CC(O)[C@H]1CN=C(N)N1CC(C)(C)C (some centres not stated)	-8	-9%	0	9%	9%	-2%	6	1%	-5%
CCCCSc1nc(C)cc(NC(=S)Nc2ccc(OC)cc2)n1	7	15%	29	-4%	-18%	?	55	?	3%
COc1ccc(-c2cc3c(=O)n(CC(=O)Nc4ccc(Cl)cc4)nc(C)n3n2)cc1	-11	-5%	-18	-6%	1%	-5%	85	-4%	3%
O=C(c1ccco1)N1CCN(S(=O)(=O)c2ccc3[nH]c(=O)oc3c2)CC1	-7	-2%	1	0%	20%	-4%	6	0%	12%
O=C1c2ccccc2C(=O)N1Cc1ccccc1F	7	-2%	12	17%	18%	3%	7	4%	3%
Cc1ccc(-n2c(SCC(=O)Nc3cccc(S(=O)(=O)NC4=NCCCCC4)c3)nc3ccccc3c2=O)cc1	-2	-1%	-6	17%	7%	-1%	-10	-3%	-7%
COCCCNC(=S)NNC(=O)C(O)(c1ccccc1)c1ccccc1	-3	3%	8	16%	0%	-6%	5	-3%	-1%
CCCCC(Sc1nc(N)c(NC(=O)c2ccc(OCC)cc2)c(=O)[nH]1)C(=O)O (configuration not stated)	-1	5%	4	-3%	4%	1%	5	9%	2%
Cc1ccc(C(=O)NNC(=O)c2cccc(S(=O)(=O)N3CCN(c4ccccc4)CC3)c2)cc1	0	-4%	-9	-3%	?	2%	-8	-1%	-6%
Cc1ccc(C)c(C(=O)CSc2nc(N)cc(=O)[nH]2)c1	-1	-5%	78	-2%	-5%	8%	29	11%	-1%
O=C(OCC(=O)N1CCN(c2ccccc2)CC1)c1ccc2ncsc2c1	6	15%	-22	-1%	0%	2%	17	-7%	4%
COc1ccc(CCNC(=O)C2CC(=O)N(c3ccc(C)cc3)C2)cc1 (configuration not stated)	2	-1%	8	-7%	5%	-1%	-4	0%	1%

Complete entries, looked up by structure. Order of values: DRD3 agonist | SW480 rerep | D3 antag | KB-3-1 tox | KB-V1 cytotox | HT1080 IDH1KD tx | IL1B secr inh | HT1080-NT tox | GLP-1R agonist
Profile of Cc1ccc(C(=O)NNC(=O)c2cccc(S(=O)(=O)N3CCN(c4ccccc4)CC3)c2)cc1 → 0 | -4% | -9 | -3% | ? | 2% | -8 | -1% | -6%
Profile of COc1ccc(NCN2C(=O)CCC2=O)cc1 → 0 | -7% | 6 | 15% | 7% | ? | 4 | -23% | -5%

Some values from above.
COc1cc(NC(=O)C2CC2C)c(C(=O)O)cc1OC (configuration not stated) in HT1080-NT tox: 7%
O=C(c1cnc(N2CCN(c3ncccn3)CC2)c2ccccc12)N1CCN(c2ncccn2)CC1 in KB-V1 cytotox: -7%
COc1ccc(-c2cc3c(=O)n(CC(=O)Nc4ccc(Cl)cc4)nc(C)n3n2)cc1 in GLP-1R agonist: 3%
CCCCCC1CC(/C(C)=N/NC(N)=O)OC1=O (configuration not stated) in HT1080-NT tox: 5%
O=C(CCc1ccccc1)Nc1ccccc1C(=O)NCc1ccco1 in KB-3-1 tox: 12%

Among those listed so far, 2 have fluorine.
SMILES	DRD3 agonist	SW480 rerep	D3 antag	KB-3-1 tox	KB-V1 cytotox	HT1080 IDH1KD tx	IL1B secr inh	HT1080-NT tox	GLP-1R agonist
Cn1cccc1Cc1nnc(SCC(=O)Nc2ccc(Cl)cc2)n1-c1ccc(F)cc1	2	15%	10	4%	6%	-17%	-27	-20%	1%
O=C1c2ccccc2C(=O)N1Cc1ccccc1F	7	-2%	12	17%	18%	3%	7	4%	3%

Other structures follow:
SMILES	DRD3 agonist	SW480 rerep	D3 antag	KB-3-1 tox	KB-V1 cytotox	HT1080 IDH1KD tx	IL1B secr inh	HT1080-NT tox	GLP-1R agonist
Cc1cc(NC(=O)C23CC4CC(CC(C4)C2)C3)n[nH]1	-5	-1%	5	4%	4%	8%	42	13%	1%
CCCCN(C(=O)c1cnccn1)c1c(N)n(CCC)c(=O)[nH]c1=O	4	-7%	14	1%	19%	6%	17	6%	?
CCn1c(SCC(=O)Nc2cccc(S(=O)(=O)N(C)c3ccccc3)c2)nnc1C1CC1	-3	3%	-13	-7%	21µM*	-2%	4	-8%	-1%
COc1cccc(NC(=O)CSc2nc3ccccc3nc2N2CCCC2)c1	4	?	18	?	15%	?	-15	-28%	27%
CC(C)(C)OC(=O)N1CC(O)CC1C(=O)OCC(=O)c1ccc(-c2ccccc2)cc1 (configuration not stated)	-4	3%	4	7%	?	1%	-2	-4%	8%
COc1ccc(C(=O)NCc2c(C)nn(Cc3ccccc3)c2C)cc1S(=O)(=O)N1CCOCC1	-8	?	-16	6.5µM*	10%	?	-10	?	-7%
CCCCCN(C(=O)CCC(=O)OCc1ccc(C(C)(C)C)cc1)c1c(N)n(CCCC)c(=O)[nH]c1=O	5	-1%	2	-3%	-6%	?	i	-27%	4%
C=CCNC(=S)N1CCN(Cc2ccccc2)CC1	-12	101%[1.84 µM]	-3	0%	-6%	0%	3	0%	-5%
CCOc1ccc(C=NNc2ccc(S(=O)(=O)Nc3ccccc3C(=O)O)cc2[N+](=O)[O-])cc1	-15	25%	-21	-7%	-15%	-16%	28	-25%	3%
O=C(O)C(Cc1ccccc1)N1C(=O)c2c(Cl)c(Cl)c(Cl)c(Cl)c2C1=O (configuration not stated)	17	-6%	12	0%	0%	3%	-22	8%	-1%
CCOc1ccccc1NC(=O)CSc1ncnc2c1oc1ccccc12	-12	1%	4	-15%	?	1%	0	-2%	-7%
Cc1ccc([N+](=O)[O-])cc1S(=O)(=O)Nc1ccc(C(=O)NCc2ccccn2)cc1	-1	-4%	-2	4%	6%	-2%	18	-3%	15%
COc1ccccc1OCC(=O)NN1Cc2ccccc2C1=N	5	3%	-17	-3%	0%	1%	8	-1%	8%
Fc1ccc(Br)cc1C1C=C(c2ccc(Br)cc2)Nc2ncnn21 (configuration not stated)	-10	-7%	36	-4%	?	0%	-10	-5%	-5%
COCCNC(=O)/C(C#N)=C/c1ccc(-c2ccc(OC)cc2[N+](=O)[O-])o1	-2	-9%	19	9%	5%	11%	-5	11%	-13%
O=C1N(C2CCCC2)C[C@@H]2C[C@@H](c3cccn3-c3nccs3)N3CCC[C@@]123	1	-10%	6	16%	-18%	-3%	-79*	1%	1%
CC(C)(C)Oc1ccccc1Nc1nc(NCCO)nc(N2CCCC2)n1	/	-5%	/	0%	-25%	/	/	/	1%
O=C(Oc1cc(-c2ccccc2)no1)c1ccc(Cl)cc1	5	-7%	3	24%	8%	23%	9	11%	2%
C=CCc1ccc(OCCOc2cccc3cccnc23)c(OC)c1	0	-4%	-3	-4%	0%	-1%	-4	-1%	9%
O=S1(=O)CCN(c2ccccc2CC(c2c[nH]c3ccccc23)c2c[nH]c3ccccc23)CC1	-8	?	-11	?	?	?	-11	?	-5%
Cc1cc(C)n2cc(CSc3nnnn3-c3ccccc3C)nc2n1	1	4%[9.22 µM]	12	?	0%	4%	17	9%	12%
CC(C)(C)NCC(O)c1cc(O)cc(O)c1 (configuration not stated)	24&3	1%&-9%	20	0%	4%	6%	-23	-12%	?
Clc1cccc(N2CCN(Cc3nc(-c4ccccc4)no3)CC2)c1	2	-1%	-4	6%	8%	1%	28	7%	14%

Reprinted from the results shown for reference:
SMILES	DRD3 agonist	SW480 rerep	D3 antag	KB-3-1 tox	KB-V1 cytotox	HT1080 IDH1KD tx	IL1B secr inh	HT1080-NT tox	GLP-1R agonist
Cc1cc(NC(=O)C23CC4CC(CC(C4)C2)C3)n[nH]1	-5	-1%	5	4%	4%	8%	42	13%	1%
CCCCN(C(=O)c1cnccn1)c1c(N)n(CCC)c(=O)[nH]c1=O	4	-7%	14	1%	19%	6%	17	6%	?
